Phagocytosis inh: macrophage phagocytosis inhibition; J774A.1 macrophage IgG-bead phagocytosis, imaging; inhibition, % at 5 µM; actives 0.07% (n = 110,000); AID 1029;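 active = inhibition above the mean of the plate negative controls plus 5 SD, cut at about 13% in these data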;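 note: phagocytic index as fraction of beads internalized from green versus red external bead signal; plate controls were DMSO negative control for no effect and cytochalasin-D positive control for full effect; some results beyond the cut were filed as inactive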
BB579 growth dn: reduces growth of yeast BB579 in restrictive medium. S. cerevisiae BB579 growth, OD615, 48 h. inhibition, % at 10 µM. actives 0.51% (n = 140,000). AID 804;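 active = inhibition above a set limit, 3 SD over the mean compound inhibition, cut at about 44% in these data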; note: inactives centre near -24
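Test system: DeaD yeast strain BB579 / Buffer or medium: restrictive glucose-based CSMM-D medium / Doses: single 10 µM dose / Schedule: 4 h cell preincubation, 48 h compound exposure, 30 °C humidified / Technique: culture absorbance at 615 nm / Controls: amphotericin B positive control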
E-sel TNF inh: blocks E-selectin expression induced by TNF alpha | HUVEC TNFa-induced E-selectin immunofluorescence, high content | inhibition, % at 2 µM | actives 0.71% (n = 120,000);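 active = inhibition above the batch mean plus 3 SD, and confirmed as a hit on visual image review, cut at about 43% in these data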;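 note: 0% = TNF-stimulated DMSO wells and 100% = unstimulated control wells; not every result past the cut was called active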
NPY Y2 blocker: blocks the human neuropeptide Y Y2 receptor | actives 0.99% (n = 140,000) | inhibition, % at 2.7 µM | P49146 | NPY-Y2 expressing cells, antagonist mode; in the data active = inhibition above about 17%;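 note: 0% = vehicle with agonist challenge and 100% = reference antagonist with challenge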
Target sequence (P49146 whole entry, looked up): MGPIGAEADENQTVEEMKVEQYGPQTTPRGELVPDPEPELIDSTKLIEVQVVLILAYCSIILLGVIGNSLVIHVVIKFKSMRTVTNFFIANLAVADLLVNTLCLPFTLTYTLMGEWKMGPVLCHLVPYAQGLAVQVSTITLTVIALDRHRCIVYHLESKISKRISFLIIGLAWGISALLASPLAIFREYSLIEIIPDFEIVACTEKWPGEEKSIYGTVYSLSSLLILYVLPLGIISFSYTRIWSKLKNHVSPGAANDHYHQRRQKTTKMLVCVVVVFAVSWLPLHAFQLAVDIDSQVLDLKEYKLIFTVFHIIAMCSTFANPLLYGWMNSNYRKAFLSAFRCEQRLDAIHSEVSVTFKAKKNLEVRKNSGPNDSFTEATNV
HCT116 bCat-KO: beta-catenin-lacking colon tumor cell growth suppression. HCT116 beta-catenin knockout viability, CellTiter-Glo, 60 h; active compounds read low. viability, % at 10 µM. actives 1.5% (n = 140,000). AID 818;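 active = viability at or under a set limit, the compound median less 4 SD, cut at about 6% in these data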;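 note: 0% = Hyamine 1622 control at 20 µM and 100% = untreated cell control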
MRP-1 activ: activators of MRP-1. H69AR cells + doxorubicin, viability rescue, CellTiter-Glo. viability increase, % at 10 µM. actives 0.61% (n = 140,000). AID 799;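 active = viability gain under doxorubicin at or above a set limit, the compound median plus 3 SD, cut at about 4.7% in these data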;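 note: MRP-1 overexpressing cells given doxorubicin 25 µM after compound pretreatment; 18-22 h compound pretreatment then 72 h with doxorubicin before readout; 0% = doxorubicin-only wells and 100% = vehicle-treated cells without doxorubicin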
Measles CPE: protection of cells from measles virus. Measles virus-infected cells, CPE protection, absorbance. protection (pct of control), % at 4 µM. actives 1.5% (n = 140,000). AID 841; in the data active = protection mostly above about 24%, no sharp cut-off; inactive = mostly below about 26%; note: some compounds called inactive have numbers as strong as hits
PTEN del growth: suppresses growth of cells with PTEN deletion; HCT116 PTEN-null viability, CellTiter-Glo, 60 h; active compounds read low; viability, % at 10 µM; actives 1.2% (n = 140,000); AID 827;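 active = viability at or below a set limit, 4 SD under the median of all tested compounds, cut at about 3.7% in these data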;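 note: PTEN knockout HCT116 line with beta catenin targeted HCT116 as companion control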
Yeast life ext: yeast lifespan extension | S. cerevisiae growth with nicotinamide, OD615; deaD strain in restrictive glucose medium | inhibition of the nicotinamide effect, % at 10 µM | actives 0.68% (n = 130,000);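 active = inhibition above a set limit, placed 3 SD over the median of all compounds, cut at about 26% in these data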;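 note: 0% = nicotinamide-treated wells and 100% = cells grown without nicotinamide; some compounds called inactive have numbers as strong as hits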
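Assay system: engineered S. cerevisiae DeaD replicative-lifespan strain, galactose-grown log-phase cells; Buffer or medium: CSMM-D glucose medium, restrictive; Probe or stimulus: nicotinamide 1.5 mM; Compound: single dose 10 µM compound, 0.25% DMSO; Schedule: 4 h preincubation then 48 h treatment at 30 °C; Technique: OD615 measurement.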
GALR2 blocker: antagonists of human galanin receptor 2 (GALR2); O43603; GALR2-expressing cells, antagonist mode; inhibition, % at 4 µM; actives 0.39% (n = 140,000); AID 828; in the data active = inhibition above about 27%;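 note: cells stimulated with galanin 1-16 at roughly its EC80; 0% = agonist challenge control and 100% = basal control without agonist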
Target sequence (O43603 whole entry, looked up): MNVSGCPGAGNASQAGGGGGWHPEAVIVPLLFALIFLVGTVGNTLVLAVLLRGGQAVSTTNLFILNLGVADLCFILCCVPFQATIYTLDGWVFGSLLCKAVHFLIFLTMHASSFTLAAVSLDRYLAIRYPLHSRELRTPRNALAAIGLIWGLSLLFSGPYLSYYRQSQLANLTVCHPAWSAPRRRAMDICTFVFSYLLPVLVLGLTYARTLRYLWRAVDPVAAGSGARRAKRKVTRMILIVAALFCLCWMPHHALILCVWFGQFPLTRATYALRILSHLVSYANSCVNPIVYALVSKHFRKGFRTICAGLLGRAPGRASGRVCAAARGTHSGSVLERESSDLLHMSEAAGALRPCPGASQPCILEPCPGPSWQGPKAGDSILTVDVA
The depositor's hits bear a star; x = no result given.

SMILES	Phagocytosis inh	BB579 growth dn	E-sel TNF inh	NPY Y2 blocker	HCT116 bCat-KO	MRP-1 activ	Measles CPE	PTEN del growth	Yeast life ext	GALR2 blocker
CC(OC(=O)c1cccs1)C(=O)NCc1cccs1 (stereo not given)	0	-37	-30	2	92	0.6	13	99	11	-15
Cc1nn(Cc2ccccc2)c(C)c1NC(=O)Cn1nc([N+](=O)[O-])c(Cl)c1C	x	-21	-32	0	97	-2.2	14	91	-4	4
COc1ccccc1CNC(=O)CSc1nc2nc(C)cc(C)n2n1	x	7	-2	2	96	-2.1	16	96	-25	-3
CCn1nnnc1SCCSc1nnnn1CC	0	-43	-10	4	88	-1.5	6	94	-14	-8
Cc1oc2c(C)c(O)ccc2c(=O)c1-c1ccc2ccccc2n1	x	-25	-81	0	98	-3.1	4	99	-19	-1
COc1cc(NC(=O)c2cc3sccc3n2C)cc(OC)c1	-2	-60	6	2	85	-2.0	12	82	-17	-17
N#Cc1c(NC(=O)c2ccccc2)sc2c1CCC2	3	-35	18	6	27	-1.7	2	25	-9	-16
CCC(C)[C@H](N)c1nnc(SCc2cccc(F)c2)o1 (stereo not given in full)	x	-56	-47	1	102	-1.9	6	96	-10	0
CCn1c(NC(=O)c2cccs2)nc2ccccc21	0	-58	x	3	20	-2.8	10	21	-10	16
CCc1nc(-c2ccc(OC)c(OC)c2)cc2cc(OC)c(OC)cc12	-9	-22	x	3	83	-2.4	10	80	-8	3
COc1cc2c(cc1OC)C(c1cc3cc4c(cc3[nH]c1=O)OCO4)N(C(=O)C(C)C)CC2 (stereo not given)	x	-19	-1	7	89	-0.7	4	100	x	-6
Cc1ccccc1NC(=O)CSc1nc(N2CCCCC2)nc(N2CCCCC2)n1	x	-16	-31	0	92	-2.9	9	99	-8	-7
O=C(CN1CCN(S(=O)(=O)c2ccc(Br)cc2)CC1)Nc1ccc(F)cc1	-1	-3	x	0	79	-6.2	3	75	-3	-3
CC(C)Oc1ccc(C(=O)OC(C)C(=O)Nc2nc(-c3cccc([N+](=O)[O-])c3)cs2)cc1 (stereo not given)	-2	-18	14	8	73	1.8	5	73	-4	-7
CN1CCN(c2nc3c(c(=O)[nH]c(=O)n3C)n2CCCSc2ncccn2)CC1	-5	-33	x	1	97	-1.0	23	101	-2	-6
Cc1cc(Nc2ccccc2N2CCOCC2)n2ncnc2n1	-1	-16	6	3	88	-1.7	10	91	x	2
Cc1ccc2c(CC(=O)OC(C)C(=O)NCc3ccc4c(c3)OCO4)coc2c1 (stereo not given)	0	-4	-8	8	98	-2.0	6	102	-10	1
Cc1cc(C(C)(C)C)oc1C(=O)N1CCN(C(=O)c2oc(C(C)(C)C)cc2C)CC1	10	-3	-4	1	89	-1.7	7	81	1	-3
CC(C)C(c1nnnn1Cc1ccccc1)N1CCC(C(N)=O)CC1 (stereo not given)	0	-8	100*	-2	95	-0.5	10	105	-1	4
CN(C)CCSc1nc(N)c2c3c(sc2n1)COC(C)(C)C3	x	-44	-10	5	96	-3.0	18	106	-5	-2
O=C(c1ccco1)N1CCN(Cc2cccnc2)CC1	-2	-50	x	-3	94	-3.1	13	98	-3	10
COc1ccc(NC(=O)C2CC(=O)OC23CCOC(C)(C)C3)cc1 (stereo not given)	0	26	-8	2	95	-1.4	13	94	-1	0
Cc1ccc(S(=O)(=O)N[C@H](C(=O)N2CCC(C(=O)NCC(=O)O)CC2)C(C)C)cc1	1	-49	16	-2	87	-3.1	5	72	-27	-5
O=S(=O)(c1ccccc1)N1CCN(C2CCCCCCC2)CC1	x	-39	6	3	82	-0.6	5	88	-2	-8
CCOC(=O)N1CCN(C(=O)COc2cc(=O)n(CC)c3ccccc23)CC1	1	-37	-35	1	74	-3.6	4	81	-13	1
O=C1c2ccccc2C(=O)N1CCN1CCOCC1	-1	17	x	-1	102	-0.7	12	104	-8	2
Cc1ccnc(N2C(=O)c3cccc4c([N+](=O)[O-])ccc(c34)C2=O)c1	0	-10	49	2	1.2*	-2.3	14	1.3*	42	36*
COc1ccccc1C1NC(=O)NC(C)=C1C(C)=O (stereo not given)	x	-53	-4	3	104	-0.3	11	102	-11	-8
CC(=O)NC1=NN(C(C)=O)C(C)(CCS(=O)(=O)c2ccc(Cl)c(Cl)c2)S1 (stereo not given)	-7	-20	-7	5	93	0.0	2	95	-5	8
Cc1ccc(NC(=O)C2CCN(S(=O)(=O)c3ccc(F)cc3)CC2)cc1	-1	-58	20	2	93	-0.6	2	101	-3	12
O=C(Nc1ccccc1C(=O)N1CCCCC1)C1CCCCC1	-1	0	-67	2	93	0.0	5	95	-1	12
Cc1cccc(Cn2cnc3c(nnn3Cc3ccccc3F)c2=O)c1	-1	-30	3	8	83	0.8	14	79	-8	7
O=C(c1ccc(Br)cc1)C1CCc2occc2C1=O (stereo not given)	-2	-44	-3	1	97	0.4	23	93	-4	-11
CCOC(=O)N1CCC(N2CCN(S(=O)(=O)CC)CC2)CC1	0	-1	x	4	106	-0.5	6	99	-9	-3
O=C(NCC(c1cccs1)N1CCOCC1)c1ccccc1NS(=O)(=O)c1ccc(Br)cc1 (stereo not given)	-3	-42	19	1	31	-2.3	10	33	9	0
O=C(Cc1ccc(NS(=O)(=O)c2ccc(F)cc2)cc1)NCc1ccccc1	-1	-14	-12	3	100	-1.8	8	94	-5	2
O=S(=O)(Nc1ncn[nH]1)c1ccc(Cl)cc1	0	-23	18	3	97	-0.7	30	94	-3	4
O=C(NC1=NCCS1)c1ccc(Cl)c(S(=O)(=O)N2CCCCC2)c1	-1	-28	x	-1	70	0.1	13	71	-14	2
O=C(NC(=S)Nc1nc2c(s1)CCCC2)c1ccccc1	4	-30	x	1	84	-3.6	12	91	-4	2
CC1=C(C(=O)Nc2ccc(C)cn2)C(c2cnn(C)c2)C2=C(CCCC2=O)N1 (stereo not given)	-6	-44	-28	1	96	2.5	2	103	3	6

The closing 6 records of the part before lead into the next:
SMILES	Phagocytosis inh	BB579 growth dn	E-sel TNF inh	NPY Y2 blocker	HCT116 bCat-KO	MRP-1 activ	Measles CPE	PTEN del growth	Yeast life ext	GALR2 blocker
O=C(NCC(c1cccs1)N1CCOCC1)c1ccccc1NS(=O)(=O)c1ccc(Br)cc1 (stereo not given)	-3	-42	19	1	31	-2.3	10	33	9	0
O=C(Cc1ccc(NS(=O)(=O)c2ccc(F)cc2)cc1)NCc1ccccc1	-1	-14	-12	3	100	-1.8	8	94	-5	2
O=S(=O)(Nc1ncn[nH]1)c1ccc(Cl)cc1	0	-23	18	3	97	-0.7	30	94	-3	4
O=C(NC1=NCCS1)c1ccc(Cl)c(S(=O)(=O)N2CCCCC2)c1	-1	-28	x	-1	70	0.1	13	71	-14	2
O=C(NC(=S)Nc1nc2c(s1)CCCC2)c1ccccc1	4	-30	x	1	84	-3.6	12	91	-4	2
CC1=C(C(=O)Nc2ccc(C)cn2)C(c2cnn(C)c2)C2=C(CCCC2=O)N1 (stereo not given)	-6	-44	-28	1	96	2.5	2	103	3	6
CCC(SC1=Nc2ccccc2C2=NC(CC(C)C)C(=O)N12)C(=O)Nc1ccc2c(c1)OCO2 (stereo not given)	-1	-57	-4	7	76	-0.8	11	83	-9	-14
CCOC(=O)N/N=C/c1ccccc1OCc1ccc(Cl)cc1	-1	-35	x	6	104	-0.1	3	104	11	5
O=c1[nH]c2ccc(S(=O)(=O)N3CCCCC3)cc2o1	x	-23	9	-1	86	-3.3	11	94	x	-8
Cc1ccc(S(=O)(=O)/C=C/c2ccccc2)cc1	-13	-4	x	1	100	-3.9	30	101	5	-4
CCn1c(SCC(=O)Nc2cc(C)on2)nnc1-c1ccc(S(=O)(=O)N2CCCC2)cc1	-3	-28	19	3	75	-2.3	7	97	-12	3
CCc1ccc(NC(=O)CSc2nc3cc(C(=O)OC)ccc3c(=O)n2CC2CCCO2)cc1 (stereo not given)	3	-17	11	0	48	-5.2	4	8	-3	0
COc1cccc(-c2csc(N3CCN(C(=S)Nc4cccc(Cl)c4)CC3)n2)c1	3	-17	-16	3	83	-2.4	12	68	-20	3
COCCOC(=O)C1=C(C)NC(=O)NC1c1c(OC)ncnc1OC (stereo not given)	2	-28	-27	2	94	-1.5	5	101	-4	10
Cc1c(C(=O)N2CCOCC2)sc(NC(=O)c2ccc3c(c2)OCO3)c1C#N	2	-25	7	0	107	-0.3	4	108	-7	0
CCOc1ccc(NC(=O)CSc2nnc(-c3ccccn3)n2N)cc1	-1	-25	x	0	112	-0.5	3	112	-16	13
CCn1c(SCc2cccnc2)nnc1-c1c[nH]c2ccccc12	0	-9	x	1	97	-2.4	8	103	-5	8
O=C(CSc1nnc(SCc2ccccc2)s1)N/N=C/C=C/c1ccccc1[N+](=O)[O-]	-7	-12	9	3	101	-1.5	11	97	-6	-5
CC1(C)NC(=O)N(CCCCOc2ccc(Br)cc2Cl)C1=O	1	-3	-3	3	83	-4.1	8	84	-6	-13
Cc1[nH]c2ccc(-c3n[nH]c(=S)n3Cc3ccccc3)cc2c1C	x	-8	x	4	97	1.4	30	97	0	10
COC(=O)c1ccccc1NC(=O)NCc1ccco1	0	-37	-12	3	83	-0.9	8	90	-13	1

Screens (PubChem)
